Rpn11 block – inhibitors of human proteasome Rpn11; human 26S proteasome, Ub4-pepOG fluorescence polarization; 20S core pre-blocked with epoxomicin; AID 588493; calls only at 20 µM; 0.59% of 360,000 active;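 active = inhibition at 20 µM, scaled to each plate's controls, above about 33%, limit read from the data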
MT1-MMP act inh – inhibitors of human MT1-MMP activation | 0.061% of 360,000 active | P50281 | GFP/RFP ratio change, % at 20 µM | HT1080 RFP-PRO-GFP cells, GFP/RFP ratio fluorescence, overnight; percent of plate control window, DMSO zero;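 active = GFP/RFP ratio change of at least 30% with cell ATP level not reduced by more than half and red fluorescence within 50% of control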; note: strong numbers were not always called active
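Test system: HT1080 RFP-PRO-GFP cells; Benchmarks: DMSO and RFP-L50D-GFP cell wells; Timing: cells overnight before dosing, compound overnight, 37 °C, 5% CO2; Compound: one 20 µM compound dose with 1% DMSO; Read-out: GFP/RFP fluorescence ratio.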
NRP1-CendR mod – NRP-1/CendR interaction modulation; AID 602438; O14786; 0.85% of 360,000 active; FAM-RPARPAR peptide binding to NRP-1, fluorescence polarization; inhibition, % at 25 µM;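 active = inhibition or corrected inhibition above about 18%, plus a signal ratio from 0.5 to 1.5, limit read from the data, passing the limit was not always enough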; note: strong numbers were not always called active
Scp-1 inhibitor – inhibitors of human Scp-1 phosphatase; Recombinant Scp1, phosphopeptide, malachite green phosphate absorbance; inhibition, % at 20 µM; 0.88% of 340,000 active; AID 493091;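 active = inhibition above about 50% at 20 µM, limit read from the data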;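 note: plate controls were DMSO wells with enzyme for no effect and wells lacking enzyme for full effect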
Target sequence (Q9GZU7 76-261 limits assumed): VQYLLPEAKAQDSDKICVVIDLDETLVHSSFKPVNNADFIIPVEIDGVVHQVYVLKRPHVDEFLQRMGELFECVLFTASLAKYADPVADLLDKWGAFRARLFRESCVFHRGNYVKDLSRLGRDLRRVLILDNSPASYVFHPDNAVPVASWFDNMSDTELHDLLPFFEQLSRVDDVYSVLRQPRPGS
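Test system – truncated SCP-1 phosphatase (76-261aa) · Reagent – Phosphorylated 17-residue peptide substrate · Incubation – 45 min room-temperature reaction, 5 min colour, 30 min stabiliser · Detection – colorimetric phosphate reagent with accelerator and stabiliser, absorbance at 630 nm · Measure – % inhibition at 20 µM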
LMPTP inh – LMPTP (human) inhibition; P24666; recombinant LMPTP-A, OMFP fluorogenic substrate, fluorescence intensity; inhibition, % at 20 µM; 0.22% of 360,000 active;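 active = compounds that cut the enzyme signal by at least half of the control window in the single-dose screen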;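 note: plate controls were DMSO wells with enzyme plus substrate for no effect and substrate without enzyme for full effect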
Target sequence (P24666 whole entry, looked up): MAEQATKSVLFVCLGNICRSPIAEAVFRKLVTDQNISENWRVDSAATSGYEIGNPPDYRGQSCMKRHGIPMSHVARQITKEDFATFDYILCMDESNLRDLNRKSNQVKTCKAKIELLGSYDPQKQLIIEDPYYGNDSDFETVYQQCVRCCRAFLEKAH
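Test system – LMPTP-A enzyme · Amount – LMPTP-A at 0.625 nM final in the reaction · Buffer or medium – Bis-Tris pH 6.0, DTT, detergent · Reagent – OMFP 400 µM · Doses – single 20 µM dose · Schedule – reaction 50 min, room temperature, dark · Detection – fluorescence intensity of OMFP turnover product · Evaluation – percent inhibition versus substrate-only and uninhibited controls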
STEP block – STEP (human) phosphatase inhibition; 0.25% of 360,000 active; inhibition, % at 20 µM; recombinant STEP, OMFP fluorogenic substrate, fluorescence;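 active = inhibition at 20 µM, scaled per plate between control wells, above about 37%, limit read from the data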;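 note: 0% = DMSO with enzyme and substrate and 100% = substrate only without enzyme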
Target sequence (P54829 whole entry, looked up): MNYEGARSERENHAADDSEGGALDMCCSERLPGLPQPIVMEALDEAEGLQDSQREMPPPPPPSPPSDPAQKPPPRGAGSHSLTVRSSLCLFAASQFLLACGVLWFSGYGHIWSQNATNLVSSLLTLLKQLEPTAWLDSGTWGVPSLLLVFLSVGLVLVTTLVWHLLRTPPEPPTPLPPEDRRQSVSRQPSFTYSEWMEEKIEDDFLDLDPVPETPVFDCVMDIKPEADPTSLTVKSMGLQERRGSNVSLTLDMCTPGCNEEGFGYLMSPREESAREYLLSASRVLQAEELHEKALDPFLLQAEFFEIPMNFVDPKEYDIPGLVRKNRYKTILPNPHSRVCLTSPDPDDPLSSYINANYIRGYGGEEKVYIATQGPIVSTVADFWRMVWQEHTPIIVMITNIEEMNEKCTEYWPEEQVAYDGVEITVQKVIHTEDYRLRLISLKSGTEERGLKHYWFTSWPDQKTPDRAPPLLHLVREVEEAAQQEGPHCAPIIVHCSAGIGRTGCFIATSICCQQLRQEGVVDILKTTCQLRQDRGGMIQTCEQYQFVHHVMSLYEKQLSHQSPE
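material = STEP tyrosine phosphatase | reagent = fluorogenic phosphatase substrate OMFP at 25 µM final | doses = single compound dose of 20 µM, 1% DMSO final | schedule = 20 min reaction, room temperature, in the dark | measured by = fluorescence, 480/540 nm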
NadD block – blocks S. aureus nicotinate mononucleotide adenylyltransferase. 0.78% of 360,000 active. inhibition, % at 20 µM. purified NadD enzyme, colorimetric absorbance read-out. AID 602399; in the data active = inhibition above about 26%; note: some compounds past the cut are filed as inactive
SKN-1 block – C. elegans SKN-1 inhibition; inhibition, % at 21.8 µM; C. elegans VP596 Pgst-4::GFP/RFP ratio, acrylamide-induced, 24 h; 0.49% of 360,000 active; AID 624304;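 active = interference check ratio from 0.5 to 1.5 plus GFP to RFP signal ratio inhibition reaching or exceeding a fixed threshold, cut at about 30% in these data, passing the limit was not always enough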; note: some compounds called inactive have numbers as strong as hits
DNMT1 inh – inhibitors of human DNMT1 | 0.83% of 360,000 active | DNMT1 molecular beacon, Hinp1I cleavage, fluorescence | inhibition (reported as % activation of signal), % at 10 µM; in the data active = inhibition above about 50%
SUMO1-SIM PPI – SUMO1-SIM interaction modulation | SUMO1 binding to a labelled peptide, TR-FRET, 1 h | P63165 | inhibition, % at 20 µM | 0.33% of 360,000 active; in the data active = inhibition above about 37%
Target sequence (P63165 whole entry, looked up): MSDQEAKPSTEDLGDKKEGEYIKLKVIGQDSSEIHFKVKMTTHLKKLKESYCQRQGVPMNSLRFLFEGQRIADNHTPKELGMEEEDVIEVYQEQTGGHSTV
* = called active by the depositor; i = inactive; . = not tested or not shown.

SMILES	Rpn11 block	MT1-MMP act inh	NRP1-CendR mod	Scp-1 inhibitor	LMPTP inh	STEP block	NadD block	SKN-1 block	DNMT1 inh	SUMO1-SIM PPI
O=C(O)/C=C/C(=O)Nc1ccc(Cl)cc1C(=O)c1ccccc1	i	-1	5	-1	-1.0	3	-4	2	-1	2
Cc1nnc(SCC(=O)Nc2cccc(Br)c2)s1	i	5	2	-8	-1.6	0	-1	8	2	-3
CCCCNC(=O)NNC(=O)c1cc(C)on1	i	-2	3	-9	-2.3	-2	-6	5	0	-3
CC(=O)Nc1ccc(S(=O)(=O)NCCC(=O)Nc2cc(C)ccn2)cc1	i	3	-1	-5	-1.3	-2	2	8	1	-2
CC(C)[C@H](NC(=O)N1CCn2c1nc1ccccc12)C(=O)NCC1CCCO1 (some centres not stated)	i	1	8	3	-2.5	16	-2	-8	0	1
CC(C)(C)[C@H](NC(=O)c1ccc(N)c(Cl)c1)C(=O)N1CCC[C@H]1C(=O)N[C@H](C#N)CC(=O)O	i	1	-13	.	-0.4	3	-2	4	1	-1
O=C(NNS(=O)(=O)c1ccc(Br)cc1)c1ccncc1	i	3	13	-3	-1.2	0	-2	26	0	1
O=C(CSc1nc2ccccc2c(=O)n1-c1ccc(F)cc1)Nc1ccc(N2CCOCC2)cc1	i	-2	7	8	0.5	2	2	2	15	2
CCN(C[C@H]1N[C@@](Cc2ccccc2)(C(=O)OC)[C@H]2C(=O)N(C)C(=O)[C@@H]12)C(=O)Nc1ccc(C)cc1	i	-1	-8	8	-2.0	-4	-1	6	7	1
COc1cccc(C(O)c2nc(-c3cccc(NC(C)=O)c3)cs2)c1 (configuration not stated)	i	1	-4	.	0.7	2	-3	6	1	2
N#Cc1c(NC(=O)c2cccc(S(=O)(=O)Nc3ccc(C(=O)O)cc3)c2)sc2c1CCCC2	i	4	-47	-13	-0.3	1	7	4	-2	24
CSc1ccc(/C=N\NC(=O)CC(=O)NC(C)C)cc1	i	5	0	4	0.0	0	1	-3	-3	-9
COc1ccc(CCNC(=O)CN2C(=O)NC(c3ccccc3)(c3ccccc3)C2=O)cc1	i	1	4	3	-2.4	0	-4	16	2	0
CCC1C(=O)N=C(SCC(=O)Nc2ccc(Br)cn2)NC1=O (configuration not stated)	i	1	-5	-5	-2.0	3	0	9	-1	3
O=C(CCCl)Nc1ccc(S(=O)(=O)NCc2ccco2)cc1	i	4	17	37	2.2	1	0	5	35	3
COc1cc(C2/C(=C(\O)c3ccc4c(c3)CC(C)O4)C(=O)C(=O)N2Cc2ccco2)ccc1O (configuration not stated)	i	4	11	-10	3.4	1	3	1	3	-13
Cc1ccc(NC(=O)Cc2c(C(=O)O)n(C)c3ccccc23)cc1F	i	2	-4	-10	-0.4	0	-4	4	-3	8
COn1c(SCC(=O)N(C)C)nc2ccccc2c1=O	i	-5	-3	-4	-0.7	0	7	4	3	1
O=S(=O)(c1ccc2nc(Nc3ccccc3)ccc2c1)N1CCCCC1	i	11	6	5	6.8	-5	10	8	0	7
CCC(=O)c1ccc(OCC(=O)OCC(=O)N2CCc3ccccc32)cc1	i	-1	6	-10	4.0	2	-4	1	1	5
CC(C(=O)Nc1ncn[nH]1)N1C(=O)c2ccccc2C1=O (configuration not stated)	i	2	7	-2	-0.6	-2	-1	-4	3	-1
CCOC(=O)c1c(N2C(=O)Nc3ccccc3N2O)sc2c1CCCCC2	i	-1	-6	-1	-2.3	-2	2	0	2	5
Cc1ccc(C(=O)COc2ccccc2N2C(=O)c3ccccc3C2=O)cc1	i	0	-3	-7	0.6	-1	1	1	1	2
Cn1c(CCNC(=O)c2ccco2)nc2cc(NC(=O)c3ccccc3Cl)ccc21	i	3	0	-2	0.4	0	5	19	0	3
C=CCOc1cccc(/C=N/NC(=O)C(=O)NCc2ccco2)c1	i	0	-7	0	-2.0	5	-3	-8	14	3

Full records, looked up by structure.
Cc1nnc(SCC(=O)Nc2cccc(Br)c2)s1 is listed as Rpn11 block = i; MT1-MMP act inh = 5; NRP1-CendR mod = 2; Scp-1 inhibitor = -8; LMPTP inh = -1.6; STEP block = 0; NadD block = -1; SKN-1 block = 8; DNMT1 inh = 2; SUMO1-SIM PPI = -3
CCCCNC(=O)NNC(=O)c1cc(C)on1 is listed as Rpn11 block = i; MT1-MMP act inh = -2; NRP1-CendR mod = 3; Scp-1 inhibitor = -9; LMPTP inh = -2.3; STEP block = -2; NadD block = -6; SKN-1 block = 5; DNMT1 inh = 0; SUMO1-SIM PPI = -3

Additional results follow.
SMILES	Rpn11 block	MT1-MMP act inh	NRP1-CendR mod	Scp-1 inhibitor	LMPTP inh	STEP block	NadD block	SKN-1 block	DNMT1 inh	SUMO1-SIM PPI
C/C(=N\OC(=O)NC(C)C)c1sc(-c2ccc(Cl)cc2)nc1C	i	3	-10	-7	2.3	3	-3	17	-6	-26
O=C(CCc1ccccc1)NNC(=O)Cc1ccc(Cl)cc1	i	9	4	-5	-0.8	-1	-2	7	-4	-2
O=c1cc(-c2ccccc2)nc2nc(CCc3ccccc3)[nH]n12	i	8	1	7	-1.9	1	4	6	4	0
O=C1NC2(CCCCO2)CO1 (configuration not stated)	i	0	6	-1	-2.0	2	-5	-14	-2	6
COc1ccc(C(=O)NCC(C)NC(=O)c2ccc(OC)cc2)cc1 (configuration not stated)	i	5	2	-8	0.5	-1	-3	2	1	-6
O=C(COC(=O)c1ccccc1F)Nc1ccc(S(=O)(=O)N2CCOCC2)cc1	i	0	-14	-10	0.2	-2	0	-4	-7	-2
CCOC(=O)c1c(O)c2ccccc2n(C)c1=O	i	3	2	-8	-2.7	-1	-4	-2	-3	0
Cc1c(C(=O)N2CCCc3ccccc32)oc2ccccc12	i	-2	2	-9	1.3	-1	-4	7	1	22
CC1CCCCC1NS(=O)(=O)c1ccc2c(c1)CC(=O)N2C (configuration not stated)	i	0	-2	3	-1.8	-1	3	3	6	2
COc1ccc(C(=O)Nc2cnc3ccccn3c2=O)cc1	i	-1	9	-5	-2.5	2	-2	2	0	-24
Cc1ccc(S(=O)(=O)N/N=c2\sc3ccccc3n2C)cc1	i	2	-12	-5	-1.8	-2	1	7	10	2
COc1cccc(CN2CC(C(=O)NCCCn3cccn3)CCC2=O)c1 (configuration not stated)	i	0	2	-2	1.1	-1	-8	-12	-1	0
O=C(NCc1ccccn1)c1cc2c(ccc3ccccc32)oc1=O	i	8	5	15	0.8	0	-2	-17	4	-26
O=S(=O)(c1cnc(Cl)c(Cl)c1)N1CCc2ccccc21	i	-3	-5	-4	0.8	3	-9	-4	8	-1
CCn1c(CC(=O)Nc2ccccc2C)nnc1SCC(=O)NC1=NCCS1	i	-3	-8	-7	-0.3	1	3	1	2	5
NC(=O)CC(NC(=O)c1ccc(Br)cc1)c1ccc(NC2CCCCC2)c([N+](=O)[O-])c1 (configuration not stated)	i	8	-30	-7	-0.1	1	1	15	34	9
Cc1occc1C(=O)NN1C(=O)C2C3CCC(O3)C2C1=O (configuration not stated)	i	3	0	0	-0.7	-2	2	0	4	1
CC(=O)Nc1ccc(S(=O)(=O)N2CCN=C2SCc2cccc(C)c2)cc1	i	3	12	0	1.1	-2	-3	4	-5	7
N#C/C(=C\c1cn[nH]c1-c1ccccc1)C(=O)NC1CCCCCC1	i	0	2	-9	0.2	16	-1	10	-2	-12
CC(=O)c1sc2nc(-c3ccc(C)cc3)c3c(c2c1N)CCCC3	i	-7	-18	-2	2.0	1	17	8	-8	-26
O=C(Nc1ccc(O)c(-c2nc3ccccc3s2)c1)c1cccs1	i	6	-1	-8	3.4	0	3	3	-23	-341
COc1cc(C(=O)NCc2cc(C)nc3ccccc23)cc(OC)c1OC	i	3	6	-3	3.5	-1	-3	9	2	-6
COc1cc(C(=O)NCC(=O)OCC(=O)N2CCc3ccccc32)cc(OC)c1OC	i	-2	4	-1	-0.8	-2	-3	-7	2	-1
CCCCC(=O)Nc1c(-c2ccc(OC)c(OC)c2)c(=O)c2ccccc2n1C	i	1	5	-4	-0.6	2	-5	-15	1	1
CC12CN3CC(C)(CN(C1)C3c1c[nH]c3ccccc13)C2=O (configuration not stated)	i	1	-7	-5	-0.7	-2	-2	5	2	-1

Looked up above:
Cc1ccc(NC(=O)Cc2c(C(=O)O)n(C)c3ccccc23)cc1F in STEP block shows 0
O=c1cc(-c2ccccc2)nc2nc(CCc3ccccc3)[nH]n12 in NadD block shows 4
O=S(=O)(c1cnc(Cl)c(Cl)c1)N1CCc2ccccc21 in MT1-MMP act inh shows -3
CCCCNC(=O)NNC(=O)c1cc(C)on1 in DNMT1 inh shows 0

Following part
SMILES	Rpn11 block	MT1-MMP act inh	NRP1-CendR mod	Scp-1 inhibitor	LMPTP inh	STEP block	NadD block	SKN-1 block	DNMT1 inh	SUMO1-SIM PPI
CC(C)NC(=O)C1(C)CSCC(=O)N1Cc1cccc(C(F)(F)F)c1 (configuration not stated)	.	6	15	.	-0.8	.	.	-2	.	1
CCOC(=O)C1(C)CCCN1C(=O)c1cccs1 (configuration not stated)	i	1	-6	.	-1.4	-3	2	8	1	4
Clc1ccc(-c2ccc(C=Nc3ccc(N4CCOCC4)cc3)o2)cc1	i	11	0	-15	1.9	1	-7	-7	-15	-16
O=C(CCN1CCOCC1)NNC(=O)Nc1cccc(Cl)c1	i	-5	-14	-7	0.9	0	-5	7	0	0
CCN(CCNS(=O)(=O)c1ccc2c(c1)oc(=O)n2C)c1ccccc1	i	1	-11	6	-0.5	-2	-3	-13	-1	2
COC(=O)C1=C(C)NC(C)=C(C(=O)OC)C1C(=O)OCC(=O)c1ccc(Br)cc1	i	1	8	-13	0.6	2	4	0	7	-2
COc1cccc(CCc2nnc(N)s2)c1	i	0	-2	-2	-3.5	0	-7	-16	1	1
COc1ccc(/C=N\NC(=O)c2ccccc2Br)cc1COc1c(F)c(F)cc(F)c1F	i	7	-3	48	4.8	1	-7	2	-3	-3
Cc1nnc(NC(=O)CSc2ccc([N+](=O)[O-])cn2)s1	i	2	-5	4	-1.1	-3	15	-5	3	-18
COC(=O)c1c(NC(=O)CSc2nnnn2-c2ccc3c(c2)OCO3)sc(C)c1C	i	0	-15	-7	2.2	0	-2	8	-4	3
CCc1ccc2oc(C(=O)NCC(c3ccc(OC)cc3)N3CCCCC3)c(C)c2c1 (configuration not stated)	i	-2	1	0	2.0	-2	1	9	0	-7
CC(NC(=O)c1ccco1)C(=O)OCc1cccc(Cl)c1 (configuration not stated)	i	6	-22	-2	0.6	2	3	7	2	-1
Cc1ccc(NC2=NC(c3ccc(F)cc3)n3c(nc(C)cc3=O)N2)c(C)c1 (configuration not stated)	i	-3	-2	-4	-0.2	-1	-6	7	2	0
COc1ccc(S(=O)(=O)N2CCOCC2)cc1N=Nc1sc(N)nc1-c1ccccc1	i	18	-4	0	2.5	2	4	4	-3	-8

High-throughput results: PubChem BioAssay, Sanford-Burnham Center for Chemical Genomics
